High-throughput results from PubChem BioAssay.
Fh CTSL1 inh: Fasciola hepatica cathepsin L1 inhibitors, primary screen, counter-screen for PFM18AAP inhibitor project, biochemical, QFRET, fluorogenic peptide substrate; inhibition, % at 5.96 µM; recombinant F. hepatica cathepsin L1, Z-Leu-Arg-MCA fluorescence; actives 0.49% (n = 300,000); AID 1906, 2009;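 active = inhibition above the mean of all tested compounds plus 3 SD, set per screening campaign, cut at about 17% in these data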;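 note: 0% = plate median of test compound wells and 100% = 1 µM Z-Phe-Ala-diazomethylketone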
Efflux pump inh: inhibitors of Candida efflux pumps in yeast, primary screen, S. cerevisiae, Nile Red, multiplex. S. cerevisiae Candida pump triplex. actives 0.44% (n = 330,000). AID 485275, 2010. inhibition, % at 10 µM;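 active = plate passing quality check with inhibition over a set limit, or well fluorescence over plate mean plus 4 SD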;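 note: Nile Red retained in pooled yeast measured as flow cytometry median fluorescence; 0% = buffer negative control and 100% = Enniatin B positive control; higher means more Nile Red kept so more efflux inhibition; some compounds called inactive have numbers as strong as hits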
EBNA-1 inhibitor: EBNA-1 DNA-binding inhibitors, primary screen, biochemical, fluorescence polarization; inhibition, % at 14.8 µM; actives 0.34% (n = 300,000); in the data active = inhibition above about 28%
TPT1 inhibitor: Candida albicans TPT1 enzyme inhibitors, primary screen, biochemical, fluorescence polarization. tRNA 2'-phosphotransferase TPT1 (Candida albicans SC5314). recombinant caTPT1, FP RNA substrate dephosphorylation. inhibition, % at 5 µM. actives 0.81% (n = 300,000);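 active = inhibition above the mean of all tested compounds plus 3 SD, set per screening campaign, cut at about 24% in these data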;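 note: plate controls were DMSO alone for no effect and ferristatin control at 100 nM for full effect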
HCV core dimer: inhibitors of HCV core protein dimerization, primary screen, biochemical, TR-FRET, high-throughput. TR-FRET GST/Flag-core106 dimerization, 1536-well. inhibition, % at 5 µM. actives 0.33% (n = 300,000);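 active = inhibition above the mean of all tested compounds plus 3 SD, set per screening campaign, cut at about 45% in these data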
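Assay system: GST-tagged and Flag-tagged HCV core protein residues 1-106 / Times: compound-protein-antibody incubation 4 h at 22.5 °C / Signal: time-resolved FRET, ex 340 nm, em 617 and 671 nm / Evaluation: % inhibition based on acceptor/donor emission ratio / Benchmarks: wells lacking GST-core106 and wells with excess unlabelled core106 / Repeats: singlicate, one well per compound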
ZTA counter: blocks Epstein-Barr virus ZTA, an EBNA-1 counter-screen | P03206 | ZTA-DNA binding, fluorescence polarization | inhibition, % at 11 µM | actives 0.15% (n = 320,000) | AID 2234; in the data active = inhibition above about 33%
Target sequence (P03206 whole entry, looked up): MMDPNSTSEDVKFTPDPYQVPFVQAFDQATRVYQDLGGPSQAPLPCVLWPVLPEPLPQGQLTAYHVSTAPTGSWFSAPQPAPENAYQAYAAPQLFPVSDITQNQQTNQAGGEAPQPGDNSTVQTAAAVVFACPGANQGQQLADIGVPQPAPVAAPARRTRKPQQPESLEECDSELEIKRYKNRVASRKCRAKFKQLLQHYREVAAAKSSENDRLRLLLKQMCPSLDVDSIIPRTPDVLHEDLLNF
PREPL inh: PREPL enzyme inhibitors, primary screen, biochemical, fluorescence polarization; Prolyl endopeptidase-like (Homo sapiens), Q4J6C6; recombinant PREPL, fluorescence polarization activity-based probe; inhibition, % at 5.96 µM; actives 0.68% (n = 320,000); AID 2751, 2010; in the data active = inhibition above about 43%;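 note: 0% = enzyme with DMSO and 100% = wells lacking enzyme; many of its hits are not listed in these tables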
PP1 inh: PP1-alpha phosphatase inhibitors, primary screen, counter-screen for PP5 inhibitor project, biochemical, fluorescence, OMFP substrate, single point; AID 2235, 2010; actives 0.9% (n = 320,000); inhibition, % at 6.7 µM; Serine/threonine-protein phosphatase PP1-alpha catalytic subunit (Homo sapiens), P62136; purified PP1alpha;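 active = inhibition above the mean inhibition of all tested compounds plus 3 SD, computed separately for each screening campaign, cut at about 15% in these data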
Target sequence (P62136 whole entry, looked up): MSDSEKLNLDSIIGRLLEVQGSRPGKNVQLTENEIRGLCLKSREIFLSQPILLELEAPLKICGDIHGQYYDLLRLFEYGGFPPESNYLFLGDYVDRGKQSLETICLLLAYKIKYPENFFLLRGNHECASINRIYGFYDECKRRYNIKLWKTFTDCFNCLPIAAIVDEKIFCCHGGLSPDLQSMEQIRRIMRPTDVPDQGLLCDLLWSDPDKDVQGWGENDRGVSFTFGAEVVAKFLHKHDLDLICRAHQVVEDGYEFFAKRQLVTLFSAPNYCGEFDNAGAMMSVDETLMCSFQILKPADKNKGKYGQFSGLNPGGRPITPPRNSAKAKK
PP5 primary: PP5 phosphatase inhibitors, primary screen, biochemical, fluorescence. Serine/threonine-protein phosphatase 5 (Homo sapiens), P53041. purified PP5c, OMFP substrate fluorescence. inhibition, % at 6.7 µM. actives 0.18% (n = 320,000);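 active = inhibition above the campaign's mean inhibition across all tested compounds plus 3 SD, cut at about 9.5% in these data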;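 note: 0% = DMSO only and 100% = 100 µM cantharidin control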
Target sequence (P53041 whole entry, looked up): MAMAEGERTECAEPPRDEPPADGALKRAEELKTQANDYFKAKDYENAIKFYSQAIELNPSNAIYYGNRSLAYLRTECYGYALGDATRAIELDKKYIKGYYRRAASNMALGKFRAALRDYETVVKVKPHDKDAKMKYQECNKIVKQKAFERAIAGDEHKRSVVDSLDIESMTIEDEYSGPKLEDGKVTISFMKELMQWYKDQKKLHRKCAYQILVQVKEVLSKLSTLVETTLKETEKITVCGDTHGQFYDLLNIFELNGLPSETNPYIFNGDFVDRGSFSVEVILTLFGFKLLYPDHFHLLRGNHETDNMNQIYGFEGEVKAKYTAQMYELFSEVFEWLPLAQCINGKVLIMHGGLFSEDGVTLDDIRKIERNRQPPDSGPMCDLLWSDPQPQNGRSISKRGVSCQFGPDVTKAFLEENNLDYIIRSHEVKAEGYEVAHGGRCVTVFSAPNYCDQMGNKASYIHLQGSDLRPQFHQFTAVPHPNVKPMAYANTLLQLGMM
* = called active by the depositor; nt = not tested or not shown. The list is partial; rates above refer to the full screens.

SMILES	Fh CTSL1 inh	Efflux pump inh	EBNA-1 inhibitor	TPT1 inhibitor	HCV core dimer	ZTA counter	PREPL inh	PP1 inh	PP5 primary
COc1cc([N+](=O)[O-])cc2sc(NC(=O)C(C)(C)C)nc12	0	-0.1	0	-4	-2	12	1	-4	0.2
Cc1cccc2cc(COC(=O)c3cccnc3)c(=O)[nH]c12	-2	0.0	4	-5	-6	15	-7	-2	1.8
O=C(OC(C(=O)NCc1cccs1)c1ccccc1Cl)c1ccco1 (stereo not drawn)	-35	0.0	3	1	0	9	4	-2	-1.4
COC(=O)/C=C(\Oc1ccccc1)C1(O)CCCCC1	-4	0.0	4	0	2	7	1	-7	-1.9
Brc1cc2[nH]cnc2c2ccccc12	-1	0.0	2	3	34	-7	5	1	0.7
Cc1ccc(C(C)C)c(OCCN(C)C)c1	-2	0.0	-13	2	-3	12	4	-1	3.5
CC(C)CC1NC(=O)N(CC(=O)Nc2ccc(-c3ccccc3)cc2)C1=O (stereo not drawn)	nt	0.2	nt	nt	nt	11	11	-3	0.3
O=C(COc1ccc2c3c(c(=O)oc2c1)CCCC3)NCCCN1CCCC1=O	-2	0.0	-6	-3	5	-19	2	-1	1.5
N=C1SC(CC(=O)Nc2ccccc2[N+](=O)[O-])C(=O)N1c1ccccc1 (stereo not drawn)	0	0.0	0	0	2	0	-2	-1	-0.1
CC(C)(C)OC(=O)NCCc1nnc(SCc2cccc(Cl)c2)o1	-3	0.0	3	-3	-1	-16	17	-4	-0.4
CC(=O)Oc1ccc(CCC(C)OC(C)=O)cc1 (stereo not drawn)	-5	0.1	-15	-2	0	-19	15	-2	-0.7
CSc1nsc(SCC(=O)Nc2nc3ccccc3s2)n1	-3	-0.1	-2	-6	-1	-5	-16	0	3.5
O=C(CN1C(=O)COc2ccccc21)c1ccc(Cl)cc1	-3	0.2	0	0	-3	12	-6	3	2.0
CCOc1ccc(C(CCc2ccccc2)NC(=O)c2ccccc2)cc1OCC (stereo not drawn)	-2	-0.1	0	4	7	-7	6	1	3.6
COc1cccc(CN(CC2CCCO2)S(=O)(=O)c2ccc(-n3cnnn3)c(OC)c2)c1 (stereo not drawn)	0	0.1	5	-2	3	7	-1	-3	-3.4
CC1Cc2cc(S(=O)(=O)N3CCN(c4ccccc4)CC3)ccc2N1C(=O)C1CC1 (stereo not drawn)	9	0.0	-6	0	-1	-3	-23	4	4.0
COCCNC(=O)CSc1ncnc2sccc12	2	0.1	5	-2	-3	5	5	-2	-1.5
S=C(NCCCN1CCOCC1)N1CCOCC1	1	0.1	-3	2	0	4	7	0	0.6
COC(=O)c1ccc(CNC(=O)CSC2=NCCS2)cc1	-4	0.0	-6	-10	-5	-13	9	-1	2.2
COc1ccc(C(=O)NCc2ccc3c(c2)CCO3)cc1	4	0.2	-1	-3	-1	10	8	-4	1.1
Cc1cccc(C)c1N(Cc1ccccc1F)S(C)(=O)=O	-2	0.4	-9	1	1	-10	8	-8	2.0
CNC(=O)CSc1nnnn1CCCOC	0	0.1	-10	4	7	8	-1	1	-0.3
CN1CCN(/N=C/c2ccc(Cl)c(Cl)c2)CC1	2	-0.1	0	0	-7	-7	11	-1	0.7
CCCn1nc(C(=O)OCn2nnc3ccccc3c2=O)c2ccccc2c1=O	-11	-0.1	4	-1	6	10	2	1	-1.2
COC(=O)c1cc[n+](CC(=O)c2ccccc2)cc1	0	-0.1	-2	1	-3	4	3	-2	1.0
Cc1ccsc1CN(C(=O)c1ccccc1)C1CCS(=O)(=O)C1 (stereo not drawn)	-4	-0.2	0	-4	-9	-12	-10	0	3.4
CC1CCCCN1c1cc(C#N)c(C#N)cc1[N+](=O)[O-] (stereo not drawn)	5	-0.1	9	-5	-19	-12	27	1	-1.1
O=C(CCCn1c(=O)oc2ccccc21)Nc1cccnc1	-1	0.0	-5	1	-1	6	2	2	-2.9
O=c1ccc(Cc2ccc(Cl)cc2)n[nH]1	1	1.4	1	1	-3	0	2	-2	2.6
Cc1ccccc1OCc1ccc(C(=O)N2CC(C)OC(C)C2)o1 (stereo not drawn)	5	0.0	-12	0	-3	-3	19	0	2.4
COc1ccccc1N(CC(=O)NCCSc1ccc(Cl)cc1)S(C)(=O)=O	-2	0.1	4	-4	2	7	1	-5	0.1
NC(=O)c1ccccc1NC(=O)c1cc(S(=O)(=O)N2CCCCC2)ccc1N1CCOCC1	nt	-0.2	nt	nt	nt	-4	12	-2	1.1
Cc1ccc(NC(=O)c2cc(=O)[nH]c3ccccc23)cc1	1	-0.2	1	-3	2	-6	6	-3	1.4
O=C(c1ccco1)N1CCN(Cc2cc(=O)oc3cc(O)ccc23)CC1	nt	0.1	nt	nt	nt	9	0	0	0.3
Cc1ccc(-c2nn(CC(=O)N(C)C)c(=O)c3ccccc23)cc1S(=O)(=O)N(C)C	-5	-0.1	12	1	0	-11	12	-1	4.0
CS(=O)(=O)N1CCN(C(=O)c2cc(-c3cccs3)nc3ccccc23)CC1	4	0.0	2	1	-2	-6	-19	0	0.9
COc1ccc(CCC(=O)N(c2nnc(-c3cccnc3)s2)C(C)C)cc1	-2	0.0	-12	-1	-4	-28	11	3	4.5
O=C(CSc1nnc(NC(=O)c2ccco2)s1)Nc1ccccc1F	1	-0.1	0	-3	2	9	-4	-4	0.1
COc1ccc(NC(=O)c2cccc3cccnc23)cc1S(N)(=O)=O	-2	0.2	2	7	0	-2	11	-3	4.0
CCN(CC)c1ccc(NC(=O)c2ccc(Br)o2)c(C)c1	-6	0.2	-2	1	-10	-9	14	-13	5.7
Oc1cc(-n2cccn2)c(O)cc1-n1cccn1	-2	0.2	-14	0	-30	5	3	-4	2.6
COc1nc(C)ccc1-c1noc(-c2cccs2)n1	-2	-0.1	4	2	1	-6	5	-1	2.2
Cc1cccc(CSc2cn(CC(=O)N3CCOCC3)c3ccccc23)c1	3	-0.3	0	-1	4	-14	12	1	1.3
CCOC(=O)/C=C/C(=O)Nc1ccccc1-c1ccccc1NC(=O)/C=C/C(=O)OCC	7	-0.2	1	3	-1	-2	8	-1	0.7
COc1cc(C(=O)NCCC(=O)N2CCCCC2)cc(OC)c1OC	1	-0.2	2	-2	-2	-7	-4	4	-0.1
Cc1scc(-c2n[nH]c(=S)n2Cc2ccccc2)c1C	2	0.3	-11	-1	-2	2	8	0	0.0
COc1ccc2[nH]c(=O)c(CN(Cc3cccs3)C(=S)NCC3CCCO3)cc2c1 (stereo not drawn)	1	0.2	-14	-3	7	4	15	3	1.6
Cc1cc(OCCN2CCCC2)ccc1C(C)C	-3	0.1	-12	-1	-5	10	5	-1	3.9
O=c1cc(CN2CCC(Cc3ccccc3)CC2)nc2sccn12	0	0.0	2	0	-2	2	19	-4	-0.1
CC(=O)C1=C(C)NC(=O)CC1c1ccc(F)cc1 (stereo not drawn)	-1	0.1	-16	0	0	10	15	0	-1.9

One compound at a time, from the list above. Values in the order: Fh CTSL1 inh | Efflux pump inh | EBNA-1 inhibitor | TPT1 inhibitor | HCV core dimer | ZTA counter | PREPL inh | PP1 inh | PP5 primary
Oc1cc(-n2cccn2)c(O)cc1-n1cccn1 is listed as -2 | 0.2 | -14 | 0 | -30 | 5 | 3 | -4 | 2.6
CCOC(=O)/C=C/C(=O)Nc1ccccc1-c1ccccc1NC(=O)/C=C/C(=O)OCC is listed as 7 | -0.2 | 1 | 3 | -1 | -2 | 8 | -1 | 0.7
COc1cc(C(=O)NCCC(=O)N2CCCCC2)cc(OC)c1OC is listed as 1 | -0.2 | 2 | -2 | -2 | -7 | -4 | 4 | -0.1
Cc1cc(OCCN2CCCC2)ccc1C(C)C is listed as -3 | 0.1 | -12 | -1 | -5 | 10 | 5 | -1 | 3.9

More structures follow:
SMILES	Fh CTSL1 inh	Efflux pump inh	EBNA-1 inhibitor	TPT1 inhibitor	HCV core dimer	ZTA counter	PREPL inh	PP1 inh	PP5 primary
COC(=O)c1ccc(N2C(=O)CC(N3CCC(O)(c4ccc(Br)cc4)CC3)C2=O)cc1 (stereo not drawn)	4	-0.1	0	-3	6	16	11	1	-0.7
CN(CCc1ccccc1)C(=O)c1cc(COc2ccc(F)cc2Cl)on1	-2	-0.1	-8	-3	13	8	-6	3	3.3
Cc1ccc(NC(=O)C(C)OC(=O)Cn2[nH]c(=O)c3ccccc3c2=O)cc1 (stereo not drawn)	-32	-0.1	-3	1	-1	-8	-8	-3	-0.9
COc1cc(NC(=O)c2cccs2)c(OC)cc1NC(=O)CCC(=O)Nc1ccc(C)cc1	3	-0.1	-4	5	1	19	10	2	-1.5
CCOc1ccc(S(=O)(=O)N2CCCC(C(=O)Nc3cccc(C)c3)C2)cc1 (stereo not drawn)	-3	-0.2	0	3	4	-3	-1	0	0.8
COC(=O)C1=C(C)NC(C)=C(C(=O)OC)C1C(=O)OCc1nc2cc(C(=O)OC)ccc2c(=O)[nH]1	2	0.0	0	0	0	11	-7	-6	0.7
Cc1cc(C)n(-c2ncc3c(n2)N(CCO)CCOC3=O)n1	-2	0.5	-7	0	1	-21	16	-4	0.3
S=C1NC2(CCCCC2)Cc2ccccc21	-1	-0.1	5	0	-1	9	-10	0	0.9
CSCCC(NS(=O)(=O)c1ccc(C)cc1)C(=O)N1CC=C(c2ccccc2)CC1 (stereo not drawn)	2	-0.1	9	3	5	0	-23	-4	1.4
CCOC(=O)c1cc(C(=O)c2cc(Br)ccc2O)coc1=N	-1	0.1	-6	-2	0	-7	9	1	1.6
O=c1[nH]c2ccc(S(=O)(=O)NCCO)cc2[nH]1	-3	-0.1	-6	-5	1	1	-7	-1	1.7
O=C(Nc1cccc(NC(=O)C2CC3CCCC(C2)C3=O)n1)C1CC2CCCC(C1)C2=O (stereo not drawn)	-2	0.0	-2	0	2	13	-1	1	1.4
Nc1ccc2c(c1)C(=O)c1ccccc1-2	-1	-0.2	-3	-3	-29	0	6	-2	2.9
Cc1ccccc1-c1nc(CN2CCN(C(=O)c3ccco3)CC2)c(C)o1	0	-0.1	0	0	16	-11	12	-2	3.0
O=C(NNC(=S)Nc1ccccc1)C1CC1	-3	0.0	5	4	-5	-5	4	-6	0.8
Cc1ccccc1OCc1nnc(SCC(=O)NCc2ccco2)n1C	0	-0.2	13	-1	0	35*	-41	-3	-3.0
CC(C)CC(=O)NC(NC(=S)Nc1sc2c(c1C#N)CCCC2)C(Cl)(Cl)Cl (stereo not drawn)	-3	0.0	2	2	38	12	3	8	1.5
C=CCn1cnc2scc(-c3ccc(OC)cc3)c2c1=O	2	-0.1	5	3	5	7	6	-3	1.6
CCCc1nnc(SCC(=O)N2CCCCC2C)n1CC1CCCO1 (stereo not drawn)	2	0.0	1	-2	10	9	-1	-3	-2.3
O=C(O)c1ccc(CSc2ccccn2)cc1	5	-0.2	7	-4	-7	-4	9	-3	1.1
CCCC(=O)Nc1ccc(C(=O)COC(=O)C2CC2C)cc1 (stereo not drawn)	nt	0.2	nt	nt	nt	2	13	-5	0.6
O=[N+]([O-])c1ccc(O)c(/C=N/Nc2ccccc2Cl)c1	7	-0.1	10	-2	-2	1	26	-1	-1.4
Cc1cccc(NC(=O)CSCC(=O)N(C)Cc2ccc(Cl)c(Cl)c2)c1	nt	0.2	nt	nt	nt	-3	-4	4	6.4
